POLB inh = blocks human DNA polymerase beta activity; AID 485314; Pol beta primer extension/strand displacement, fluorescence kinetic; hit rate 1.3% among 340,000; Potency, µM (doses to about 114 µM), without a hit: top-dose activity change, negative = inhibition, actives largely listed as inhibitors; also: % is scaled to controls: 0 for no effect and ±100 for the full control effect
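Kinetic readout of DNA synthesis with strand displacement by Pol beta. Compound and 10 nM enzyme sit 15 min at room temperature; 50 nM substrate starts the reaction, read immediately and at 10 min.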
BAZ2B block = BAZ2B (human) inhibition; Q9UIF8; AID 504333; AlphaScreen BAZ2B-H3K14Ac peptide displacement; Potency, µM (highest dose often 114 µM), for the others: at the highest dose activity change, negative = inhibition, hits mostly inhibitors; hit rate 4.4% among 360,000; also: % is scaled to controls: 0 for no effect and ±100 for the full control effect; nearly all actives have a fitted effect of over 60% in size
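Compounds, titrated to a top concentration of 110 uM, were incubated 30 min at room temperature with preformed BAZ2B/acetyl-K14 H3 peptide complex (50 nM each). Proximity signal was measured by AlphaScreen after 20 min with beads.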
JMJD2A Tudor = JMJD2A Tudor domain (human) inhibition | AID 504339 | AlphaScreen JMJD2A-Tudor / H3K4me3 peptide binding | O75164 | hit rate 4.4% among 390,000 | Potency, µM (top dose mostly 114 µM), for inactives: top-dose activity change, negative = inhibition, hits mostly inhibitors; also: % is scaled to controls: 0 for no effect and ±100 for the full control effect; nearly all actives have a fitted effect of over 50% in size
BLM helicase inh = inhibitors of human Bloom syndrome helicase BLM. P54132. recombinant BLM DNA unwinding, fluorescence dequenching. Potency, µM (top dose mostly 56.1 µM), for inactives: at the top dose activity change, negative = inhibition, usual class: inhibitors. hit rate 0.2% among 350,000;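 also: plate controls were vehicle for no effect and no enzyme for full effect; nearly all actives have a fitted effect of over 35% in size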
POLI inh = DNA polymerase iota (human) inhibition; hit rate 1% among 390,000; Potency, µM (highest dose often 115 µM), inactives show at the top dose activity, negative = inhibition, actives largely listed as inhibitors; Pol iota fluorescent replication assay, 10 min; Q9UNA4
Target sequence (Q9UNA4 whole entry, looked up): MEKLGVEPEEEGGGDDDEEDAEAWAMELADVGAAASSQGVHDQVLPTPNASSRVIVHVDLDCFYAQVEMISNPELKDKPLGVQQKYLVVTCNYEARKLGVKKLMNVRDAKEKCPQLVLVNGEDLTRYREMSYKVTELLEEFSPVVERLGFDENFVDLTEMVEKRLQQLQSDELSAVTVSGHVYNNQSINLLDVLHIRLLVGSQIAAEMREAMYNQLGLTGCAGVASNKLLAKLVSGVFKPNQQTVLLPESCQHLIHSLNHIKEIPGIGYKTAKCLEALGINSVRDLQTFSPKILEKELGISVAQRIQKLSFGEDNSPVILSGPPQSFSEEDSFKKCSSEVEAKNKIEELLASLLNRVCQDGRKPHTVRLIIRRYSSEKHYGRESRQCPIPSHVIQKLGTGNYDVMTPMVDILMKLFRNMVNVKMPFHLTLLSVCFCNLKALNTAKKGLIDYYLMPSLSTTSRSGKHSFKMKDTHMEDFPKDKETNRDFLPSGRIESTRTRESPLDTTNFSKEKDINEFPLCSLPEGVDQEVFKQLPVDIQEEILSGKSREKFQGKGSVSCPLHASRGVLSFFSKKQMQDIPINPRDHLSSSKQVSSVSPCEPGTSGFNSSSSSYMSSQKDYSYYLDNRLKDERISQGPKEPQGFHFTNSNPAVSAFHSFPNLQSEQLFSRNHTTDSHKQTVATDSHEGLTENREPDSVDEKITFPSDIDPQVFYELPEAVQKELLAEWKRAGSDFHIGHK
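Pol iota at 10 nM preincubated 15 min with compounds at room temperature; reaction started with fluorescent substrate, 50 nM final. Fluorescence read kinetically at 0 and 10 min; buffer-only wells as negative control.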
Pol eta inh = blocks human DNA polymerase eta activity; Q9Y253; hit rate 1.2% among 390,000; Potency, µM (top dose mostly 114 µM), inactives show at the highest dose activity change, negative = inhibition, most hits filed as inhibitors; AID 588591; recombinant Pol eta, fluorescent DNA replication assay; also: % is scaled to controls: 0 for no effect and ±100 for the full control effect
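Pol eta (10 nM) was preincubated with compounds for 15 min at room temperature, after which fluorescent replication substrate (50 nM final) was added to start the reaction. Fluorescence was read kinetically at 0 and 10 min.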
POLK inh = DNA polymerase kappa (human) inhibition; Q9UBT6; purified Pol kappa, fluorescent DNA synthesis assay, 10 min; Potency, µM (titrated, usually from 107 µM), without a hit: at the highest dose activity, negative = inhibition, hits mostly inhibitors; AID 588579; hit rate 0.53% among 400,000; also: % is scaled to controls: 0 for no effect and ±100 for the full control effect
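First, compounds were pin-transferred onto 10 nM Pol kappa. After 15 min at room temperature, substrate was added to 50 nM final. Fluorescence was then measured kinetically at 0 and 10 min.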
G9a block = inhibitors of human histone lysine methyltransferase G9a. Q96KQ7. G9a H3K9 monomethylation, AlphaScreen, 2 h. Potency, µM (doses to about 102 µM), for inactives: at the top dose activity, negative = inhibition, most hits filed as inhibitors. hit rate 8.8% among 350,000. AID 504332; also: % is scaled to controls: 0 for no effect and ±100 for the full control effect; nearly all actives have a fitted effect of over 75% in size
Target sequence (Q96KQ7 913-1193 limits assumed): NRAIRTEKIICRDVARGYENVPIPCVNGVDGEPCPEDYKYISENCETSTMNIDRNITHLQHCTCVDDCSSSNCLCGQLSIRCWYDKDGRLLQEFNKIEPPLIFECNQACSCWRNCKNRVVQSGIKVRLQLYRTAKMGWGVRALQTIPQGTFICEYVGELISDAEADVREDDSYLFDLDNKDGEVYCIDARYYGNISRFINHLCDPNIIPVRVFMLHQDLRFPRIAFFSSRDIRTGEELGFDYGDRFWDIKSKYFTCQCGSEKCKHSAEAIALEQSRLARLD
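Quantitative HTS format: methyltransferase activity on a biotin-tagged H3K9 peptide is measured by AlphaScreen, using a rabbit anti-monomethyl-H3K9 antibody with streptavidin donor and anti-IgG acceptor beads. Final levels are 20 nM enzyme, 500 nM peptide, 20 uM SAM; 2 h RT.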
APE1 inh = inhibitors of human APE1 endonuclease. Potency, µM (doses to about 65.8 µM), inactives show at the highest dose activity change, negative = inhibition, hits mostly inhibitors. recombinant APE1, TAMRA/BHQ-2 abasic DNA cleavage fluorescence. P27695. hit rate 0.35% among 350,000;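 also: plate controls were vehicle for no effect and reference inhibitor for full effect; nearly all actives have a fitted effect of over 55% in size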
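Substrate: short duplex with […] THF abasic site, 5'-TAMRA and 3'-BHQ-2, 50 nM final. APE1 at 0.75 nM, preincubated 15 min RT with compound. Fluorescence increase from first to third read measured activity.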
Active calls of the source: *; [ ] = remark or other dose. Calls follow the shape of the dose curve; as a rule, active = well fitted curve in the direction sought with a large enough effect; inconclusive = small, poorly fitted or top-dose-only effect, or another doubt; inactive = no such curve, though single readings can be large; an effect the other way counts as inactive or inconclusive. Potency is read from the fitted curve at half-maximal effect. An excerpt; rates above refer to the full screens.

O=C(NC(NC(=S)Nc1cccc(Cl)c1)C(Cl)(Cl)Cl)OCc1ccccc1 (configuration not stated) was read as POLB inh 9%, BAZ2B block 2%, JMJD2A Tudor -8%, BLM helicase inh -9%, POLI inh inconclusive, Pol eta inh -6%, POLK inh -9%, G9a block 5%[59 µM] and APE1 inh -6%.
Screening Cc1ccc2c(c1)N(CC(=O)N1CCc3ccccc3C1)C(=O)CO2 returned POLB inh 6%, BAZ2B block -4%, JMJD2A Tudor -8%, BLM helicase inh -1%, POLI inh -13%, Pol eta inh -4%, POLK inh -9%, G9a block 20% and APE1 inh 5%.
`O=C(NCc1ccccc1F)C1CCCN1C(=O)NC1CCCCC1` (configuration not stated) gave POLB inh -2%, BAZ2B block 0%, JMJD2A Tudor -4%, BLM helicase inh 4%, POLI inh 26%, Pol eta inh -14%, POLK inh 5%, G9a block 3%[59 µM] and APE1 inh 5%.
`CC(/C=C/c1ccc(N(C)C)cc1)=N\N=C(/N)SC1CC(=O)N(c2ccc(C(=O)O)cc2)C1=O` (configuration not stated) gave POLB inh 4%, BAZ2B block 50µM*, JMJD2A Tudor 32µM*, BLM helicase inh inconclusive, POLI inh 15%, Pol eta inh 45µM*, POLK inh -14%, G9a block inconclusive and APE1 inh 2%.
`NC(=O)COC(=O)c1cc(=O)[nH]c2ccc(S(=O)(=O)Nc3ccc(F)cc3)cc12` gave POLB inh 26%, BAZ2B block -3%, JMJD2A Tudor -11%, BLM helicase inh 1%, POLI inh -17%, Pol eta inh -9%, POLK inh 2%, G9a block -9% and APE1 inh 26%.
`Cc1cc(C)cc(NC(=O)CN2CCN(C(=O)c3cccs3)CC2)c1` gave JMJD2A Tudor -10%, POLI inh 6%, Pol eta inh -15%, POLK inh -2% and APE1 inh 2%.
For CCN(CC)CCCN(C)C(=O)Cn1nc(Cc2ccncc2)c2ccccc2c1=O the results were POLB inh 30%, BAZ2B block -3%, JMJD2A Tudor -20%, BLM helicase inh 0%, POLI inh 13%, Pol eta inh -7%, POLK inh -10%, G9a block -3% and APE1 inh -1%.
Cc1ccc(N2C(=O)c3ccccc3C2O)nc1 (configuration not stated) was read as POLB inh 1%, BAZ2B block 3%, BLM helicase inh 7%, G9a block inconclusive and APE1 inh 17%.
For Cc1cc(C(=O)NNc2ccc(C)c(C)c2)no1 the results were POLB inh 6%, BAZ2B block -3%, JMJD2A Tudor -17%, BLM helicase inh 0%, POLI inh inconclusive, Pol eta inh -2%, POLK inh -19%, G9a block 2.5µM* and APE1 inh 2%.
For CC1/C(=C\c2ccc(Cl)cc2)C(=O)C2CC1C2(C)C (configuration not stated) the results were POLB inh 21%, BAZ2B block 14%, JMJD2A Tudor 50%[activator], BLM helicase inh -7%, POLI inh 26%, Pol eta inh -29%, POLK inh -3%, G9a block 50%[59 µM] and APE1 inh 16%.
O=C(Nc1cccc(S(=O)(=O)N2CCCCC2)c1)c1ccc(N2CCCC2=O)cc1 was read as BAZ2B block -1%, JMJD2A Tudor -6%, POLI inh 7%, Pol eta inh -3%, POLK inh -1%, G9a block -8%[12.7 µM] and APE1 inh -11%.
CN(Cc1nccn1C)C(=O)CC1C(=O)NCCN1Cc1cccc(Oc2ccccc2)c1 (configuration not stated) was read as POLB inh -2%, BAZ2B block inconclusive, JMJD2A Tudor -33%, BLM helicase inh -5%, POLI inh 13%, Pol eta inh -12%, POLK inh -5%[60.1 µM], G9a block inconclusive and APE1 inh -2%.
For CCOC(=O)c1c(CN2CCN(C)CC2)n(C)c2cc(Br)c(OC)cc12 the results were POLB inh 9%, BAZ2B block -6%, JMJD2A Tudor -26%, BLM helicase inh 33%[activator], POLI inh 21%, Pol eta inh -7%, POLK inh -12%, G9a block 2%[59 µM] and APE1 inh -2%.
CN(C)/C=N/c1nccc(-c2cccs2)n1 was read as POLB inh 6%, BAZ2B block -3%, JMJD2A Tudor -12%, BLM helicase inh -3%, POLI inh 58%[activator], Pol eta inh -16%, POLK inh 1%, G9a block 11% and APE1 inh 6%.
Screening O=C(/C=C/c1cccnc1)c1cccc(O)c1 returned POLB inh 14%, BAZ2B block -24%, JMJD2A Tudor inconclusive, BLM helicase inh -4%, POLI inh inconclusive, Pol eta inh -19%, POLK inh -1%, G9a block 35µM* and APE1 inh 17%.
For O=C(CNC(=O)c1ccc2c(c1)OCO2)N/N=C(Br)/C=C/c1ccccc1 the results were POLB inh 3%, BAZ2B block inconclusive, JMJD2A Tudor 2%, BLM helicase inh -26%, POLI inh 69%[activator], Pol eta inh -8%, POLK inh -11%, G9a block inconclusive and APE1 inh 7%.
Screening Cn1cc(CN2CCN(c3ccccc3)CC2)c2ccccc21 returned POLB inh 1%, BAZ2B block inconclusive, JMJD2A Tudor inconclusive, BLM helicase inh -2%, POLI inh 14%, Pol eta inh -2%, POLK inh -12%, G9a block inconclusive and APE1 inh -3%.
Screening CCOC(=O)c1c(C)[nH]c(=S)c(C#N)c1-c1ccccc1 returned POLB inh 2%, BAZ2B block -6%, JMJD2A Tudor -34%[57.1 µM], BLM helicase inh -3%, POLI inh 12%, Pol eta inh -14%, POLK inh -11%, G9a block inconclusive and APE1 inh -1%.
Screening CC(C)CCCCCCCCCCCCC(=O)NCC(=O)NC1C(O)C(O)C(Nc2ncnc3nc[nH]c23)OC1C(O)CO (configuration not stated) returned JMJD2A Tudor -12%, POLI inh 7%, Pol eta inh -18% and POLK inh -9%.
CC(=O)NS(=O)(=O)c1ccc(NC(=O)c2ccc(S(=O)(=O)N3CCCC3)cc2)cc1 was read as BAZ2B block 9%, JMJD2A Tudor -13%, POLI inh -4%, Pol eta inh -10%, POLK inh -2%, G9a block 17%[2.33 µM] and APE1 inh 25%.
`C/C(=N\NC(=O)c1cc2c(s1)CCC(C)C2)c1ccc[nH]1` (configuration not stated) gave BAZ2B block -23%, JMJD2A Tudor -25%, POLI inh -20%, Pol eta inh 0%, POLK inh 0%, G9a block 18%[12.7 µM] and APE1 inh 16%.
Screening c1cncc(Nc2c3ccccc3nc3ccccc23)c1 returned POLB inh -10%, BAZ2B block -35%, JMJD2A Tudor -34%, BLM helicase inh 3%, POLI inh 77%, Pol eta inh -3%, POLK inh -23%, G9a block inconclusive and APE1 inh 3%.
`O=C(COc1ccc(Br)cc1Br)NNC(=O)c1cccs1` gave POLB inh 49%, BAZ2B block -13%, JMJD2A Tudor -23%, BLM helicase inh -6%, POLI inh 23%, Pol eta inh -11%, POLK inh -6%, G9a block -13% and APE1 inh 4%.
COc1ccc(CN(Cc2nc3ccccc3c(=O)[nH]2)C(=O)c2ccco2)cc1 was read as POLB inh 21%, BAZ2B block 0%, JMJD2A Tudor -5%, BLM helicase inh 0%, POLI inh 107%[activator], Pol eta inh -14%, POLK inh 0%, G9a block -34% and APE1 inh 34%.
For CC(C)N(C)CCOC(=O)c1ccccc1Cl the results were POLB inh -1%, BAZ2B block inconclusive, JMJD2A Tudor -4%, BLM helicase inh 2%, POLI inh -13%, Pol eta inh -7%, POLK inh -8%, G9a block -7%[59 µM] and APE1 inh -3%.
For O=C(CN1C(=O)C2CCCCC2C1=O)Nc1ccc(OC(F)F)c(Cl)c1 (configuration not stated) the results were BAZ2B block 2%, JMJD2A Tudor -15%, POLI inh 9%, Pol eta inh -15%, POLK inh -21%, G9a block 28%[12.7 µM] and APE1 inh 4%.
`CCC(=O)c1ccc(OCC(O)CN2CCN(C(c3ccccc3)c3ccccc3)CC2)cc1` (configuration not stated) gave POLB inh -10%, BAZ2B block inconclusive, JMJD2A Tudor -32%, BLM helicase inh -10%, POLI inh 14%, Pol eta inh -19%, POLK inh -20%, G9a block 14%[59 µM] and APE1 inh -7%.
COc1ccc(OCC(=O)N2CCC(n3nccc3NC(=O)C3CC3)CC2)cc1 was read as POLB inh 11%, BAZ2B block -4%, JMJD2A Tudor -6%, BLM helicase inh -1%, POLI inh 4%, Pol eta inh 4%, POLK inh -9%, G9a block 20% and APE1 inh 57%.
Screening O=C(Nc1ccc(N2CCOCC2)cc1)C1CCN(S(=O)(=O)c2ccc3c(c2)OCCO3)CC1 returned POLB inh 7%, BAZ2B block -17%, JMJD2A Tudor -3%, BLM helicase inh -1%, POLI inh 49%[activator], Pol eta inh 7%, POLK inh -7%, G9a block -40% and APE1 inh 14%.
O=C(CSc1ccc(F)cc1)Nc1ccc(Br)cc1 was read as POLB inh inconclusive, BAZ2B block 0%, JMJD2A Tudor 4%, BLM helicase inh -6%, POLI inh -28%, Pol eta inh -13%, POLK inh -5%, G9a block 47%[activator] and APE1 inh -7%.
`CCc1ccccc1NC(=O)c1cnc2n(c1=O)CCS2` gave POLB inh -2%, BAZ2B block 9%, JMJD2A Tudor -14%, BLM helicase inh -1%, POLI inh 14%, Pol eta inh -19%, POLK inh -10%, G9a block inconclusive and APE1 inh -3%.
For CCc1ccc(NC(=O)c2n[nH]c(=O)c3ccccc23)cc1 the results were POLB inh 88%, BAZ2B block -2%, JMJD2A Tudor -2%, BLM helicase inh 0%, POLI inh -17%, Pol eta inh -8%, POLK inh 11%, G9a block 4% and APE1 inh 4%.
Screening O=C(CCc1ccccc1)Nc1cc(Cl)ccc1O returned POLB inh 9%, BAZ2B block 6%, JMJD2A Tudor -6%, BLM helicase inh -4%, POLI inh -6%, Pol eta inh -16%, POLK inh -1%, G9a block -32%[12.7 µM] and APE1 inh 14%.

Part of the list above in order of SMILES length, falling:
For O=C(CNC(=O)c1ccc2c(c1)OCO2)N/N=C(Br)/C=C/c1ccccc1 the results were POLB inh 3%, BAZ2B block inconclusive, JMJD2A Tudor 2%, BLM helicase inh -26%, POLI inh 69%[activator], Pol eta inh -8%, POLK inh -11%, G9a block inconclusive and APE1 inh 7%.
`CCc1ccccc1NC(=O)c1cnc2n(c1=O)CCS2` gave POLB inh -2%, BAZ2B block 9%, JMJD2A Tudor -14%, BLM helicase inh -1%, POLI inh 14%, Pol eta inh -19%, POLK inh -10%, G9a block inconclusive and APE1 inh -3%.
Screening O=C(CCc1ccccc1)Nc1cc(Cl)ccc1O returned POLB inh 9%, BAZ2B block 6%, JMJD2A Tudor -6%, BLM helicase inh -4%, POLI inh -6%, Pol eta inh -16%, POLK inh -1%, G9a block -32%[12.7 µM] and APE1 inh 14%.

Compound activity: PubChem BioAssay, National Center for Advancing Translational Sciences (NCATS)
